sdo1 growth – restores growth of sdo1-depleted yeast | S. cerevisiae sdo1-depleted JHY4D growth rescue, OD600 30 h; stronger effect = higher value; pdr5 snq2 efflux-pump mutant strain | z-score at 10 µM | 140,000 compounds, 0.21% hits | AID 817;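 active means z-score above 3 at both the 24 hr and the 30 hr optical density reads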;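 further: z-score against mean and SD of all compound wells on the same plate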
Insulin prom inh – TRM-6 insulin promoter activity inhibition. 130,000 compounds, 0.9% hits. inhibition, % at 2 µM. TRM-6 cells (human fetal islet line), insulin promoter-eGFP reporter, imaging; reporter expression induced with tamoxifen;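 active means inhibition above the mean plus 3 SD, with well images judged a real hit on visual review, cut at about 60% in these data, passing the limit was not always enough; inconclusive means inhibition over the cutoff but images rejected on review; inactive means inhibition not above the cutoff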
sdo1 growth Rescue 24 h – second read-out of sdo1 growth, no call of its own (marks repeat the call); z-score; S. cerevisiae sdo1-depleted JHY4D growth rescue, OD600; measured here: growth rescue at 24 h;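 0 is the plate mean of compound wells and units are plate SD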
* marks the source's active call; other numbers are inactive results; & = joins results of further samples. This is a subset; rates above refer to the full screens.

What do the screens show for `CCN1C(=O)c2cccc3c(S(=O)(=O)Nc4nc(C)cs4)ccc1c23`?
sdo1 growth: -0.18&0.11; sdo1 growth Rescue 24 h: 0.11&0.19

Results for Cc1ccc2[nH]c(C(=O)O)c(-c3ccccc3)c2c1 ?
sdo1 growth: 0.74; Insulin prom inh: 12; sdo1 growth Rescue 24 h: 0.88

How did CCNCc1nc2cc(OC)c(OC)cc2c(=O)[nH]1 do in these assays?
sdo1 growth: 0.76; Insulin prom inh: -11; sdo1 growth Rescue 24 h: 0.69

How did COCCNC(=O)c1cc2cc(Br)cc(OC)c2oc1=O do in these assays?
sdo1 growth: 0.8; Insulin prom inh: 29; sdo1 growth Rescue 24 h: 0.97

What do the screens show for `C=CCn1c(SCCN2CCCCC2)nc2c1c(=O)[nH]c(=O)n2C`?
sdo1 growth: 1.1; sdo1 growth Rescue 24 h: 1.6

What do the screens show for `CCc1[nH]c(=S)c(C#N)c2c1CCCC2`?
sdo1 growth: 0.44; Insulin prom inh: -39; sdo1 growth Rescue 24 h: -0.67

What do the screens show for `O=S(=O)(c1ccccc1)N1CCN(c2ncccn2)CC1`?
sdo1 growth: -0.07; Insulin prom inh: 11; sdo1 growth Rescue 24 h: -0.1

What do the screens show for `Fc1ccc(-c2csc3nnc(SCc4cccnc4)n23)cc1`?
sdo1 growth: 1.2; Insulin prom inh: 22; sdo1 growth Rescue 24 h: 1.7

Results for CCOC(=O)N1CCC(N(CCN(C)C)C(=S)Nc2cccc(Cl)c2C)CC1 ?
sdo1 growth: 1.2; Insulin prom inh: -56; sdo1 growth Rescue 24 h: 0.54

Results for CCOc1ccc2nc(SCc3ccc(CC(=O)O)cc3)c(C#N)cc2c1 ?
Insulin prom inh: -24

Results for COc1cc(OC)nc(NC(=O)CS(=O)(=O)c2ccccc2)n1 ?
sdo1 growth: -1.1; Insulin prom inh: 45; sdo1 growth Rescue 24 h: -1.1

How did Cc1ccc(C(=O)OCC(=O)NCc2cccs2)cc1 do in these assays?
sdo1 growth: 0.88; sdo1 growth Rescue 24 h: 1

What do the screens show for `COc1ccc(CN2C3CCCC2CC(NC(=O)Nc2ccccc2C)C3)cc1` (configuration not stated)?
sdo1 growth: 1.9; Insulin prom inh: 48; sdo1 growth Rescue 24 h: 1.5

How did COC(=O)CNC(=O)CN1C(=O)N(c2cccc(Cl)c2)C(N(O)C(=O)Nc2cccc(Cl)c2)C1(C)C (configuration not stated) do in these assays?
sdo1 growth: 1.4; Insulin prom inh: -3; sdo1 growth Rescue 24 h: 1.3

How did COCCn1nnnc1C(c1ccccc1Cl)N1CCN(c2ccccc2OC)CC1 (configuration not stated) do in these assays?
sdo1 growth: 1; sdo1 growth Rescue 24 h: 0.08

How did CC(C)(C)OC(=O)CN1C(=O)C(Sc2n[nH]c(-c3ccccc3)n2)CCc2ccccc21 (configuration not stated) do in these assays?
sdo1 growth: 0.28; Insulin prom inh: -14; sdo1 growth Rescue 24 h: 0.61

Results for CC1=C(C(=O)Nc2ccccn2)C(c2ccc(F)cc2)n2ncnc2N1 (configuration not stated) ?
sdo1 growth: 0.56; sdo1 growth Rescue 24 h: 0.65

What do the screens show for `O=C(CSc1nnc(-c2ccccn2)n1Cc1ccccc1)N1CCCC1`?
sdo1 growth: 0.81; Insulin prom inh: 30; sdo1 growth Rescue 24 h: 1.1

Results for CN(CC(=O)Nc1ccc(Cl)c(Cl)c1)C(=O)C12CC3CC(CC(C3)C1)C2 ?
sdo1 growth: -1.2; Insulin prom inh: -50; sdo1 growth Rescue 24 h: -0.27

How did COC(C(=O)Nc1ccc(S(=O)(=O)N2CCCCC2)cc1)c1ccccc1 (configuration not stated) do in these assays?
sdo1 growth: 0.12; Insulin prom inh: -3; sdo1 growth Rescue 24 h: -0.18

How did CC(C)OC(=O)c1cccc(C(=O)Nc2cccc(NC(=O)c3cccc(C(=O)OC(C)C)n3)n2)n1 do in these assays?
Insulin prom inh: 21

What do the screens show for `O=C(Nc1cccnc1)c1cc(-c2ccc3c(c2)OCO3)on1`?
sdo1 growth: -1.2; sdo1 growth Rescue 24 h: -0.27

How did NC(=O)Cn1c(=O)n(-c2ccccc2)c(=O)c2oc3ccccc3c21 do in these assays?
Insulin prom inh: 41

Results for CC(/C=N/NC(=S)Nc1cccc(S(=O)(=O)N(C)C)c1)c1ccccc1 (configuration not stated) ?
sdo1 growth: 0.44; Insulin prom inh: 17; sdo1 growth Rescue 24 h: -0.59

How did Cc1ccc(CN2CCC(C(=O)NCCC(C)C)CC2)o1 do in these assays?
sdo1 growth: -0.2; sdo1 growth Rescue 24 h: -0.69

How did CC(=O)c1c(C)n([O-])c2ccc(C)cc2[n+]1=O do in these assays?
sdo1 growth: -0.62; sdo1 growth Rescue 24 h: -0.5

What do the screens show for `Cc1[nH]n(-c2ccc(F)cc2)c(=O)c1/C=N/c1sc2c(c1C#N)CCCC2`?
sdo1 growth: 0.11; sdo1 growth Rescue 24 h: 0.48

What do the screens show for `COc1ccc(/C=C(/CC(=O)Nc2ccccc2)c2nc3ccccc3s2)cc1`?
sdo1 growth: -1.3; sdo1 growth Rescue 24 h: -1.3

What do the screens show for `CCC(c1nnnn1C(C)(C)C)N(Cc1cccs1)Cc1cc2cc(C)c(C)cc2n2nnnc12` (configuration not stated)?
Insulin prom inh: -7

Results for O=C(Nc1cccc(Cl)c1)NC1CCCCC1 ?
sdo1 growth: -0.2; sdo1 growth Rescue 24 h: 0.05

How did Cc1cccc(NC(=S)N(C)C2(c3ccccc3Cl)CCCCC2=O)c1 (configuration not stated) do in these assays?
sdo1 growth: -0.75; Insulin prom inh: -22; sdo1 growth Rescue 24 h: -0.69

How did O=C(O)c1ccccc1C(=O)Nc1ccccc1 do in these assays?
sdo1 growth: 0.12; Insulin prom inh: 50; sdo1 growth Rescue 24 h: 0.01

How did COc1cc2c(cc1OC)C(C(=O)N1CCN(c3ccccc3)CC1)C(c1cccs1)N(C)C2=O (configuration not stated) do in these assays?
sdo1 growth: 0.3; Insulin prom inh: -18; sdo1 growth Rescue 24 h: -0.65

Results for Cc1ccc2nc(-c3ccc(O)cc3)c(Nc3ccc4c(c3)OCCO4)n2c1 ?
sdo1 growth: 0.7; sdo1 growth Rescue 24 h: 0.47

What do the screens show for `Cn1c(-c2ccc3c(c2)OCO3)cnc1NC(=O)CCC(=O)NCCc1ccccc1`?
sdo1 growth: 0.51; sdo1 growth Rescue 24 h: 1.1

What do the screens show for `COc1cc2c(C(=O)Nc3ccc4c(c3)OCO4)cn(CC(C)C)c(=O)c2cc1OC`?
sdo1 growth: -0.42; Insulin prom inh: 3; sdo1 growth Rescue 24 h: -0.89

How did Cc1cc2ccccn2c1C(=O)c1nc(NCc2ccccc2)ncc1Cl do in these assays?
Insulin prom inh: 0

Results for CCOC(=O)Cc1csc(NC(=O)c2ccncc2)n1 ?
sdo1 growth: -0.42; Insulin prom inh: -9; sdo1 growth Rescue 24 h: -1.3

Results for COc1ccc(NC(=O)C2CCCN(S(=O)(=O)c3ccc4c(c3)oc(=O)n4C)C2)c(OC)c1 (configuration not stated) ?
sdo1 growth: -0.65; sdo1 growth Rescue 24 h: -1.2

Results for COC(=O)CC(C(=O)Nc1cc(C(=O)OC)cc(C(=O)OC)c1)N1CCN(C)CC1 (configuration not stated) ?
Insulin prom inh: -37

What do the screens show for `CN(c1ccccc1C(=O)NC1CCCCC1)S(=O)(=O)c1ccccc1`?
Insulin prom inh: 14

Results for COc1ccc(Cc2nnc(SCC(=O)NC(C)c3ccccc3)o2)cc1 (configuration not stated) ?
sdo1 growth: 0.64; Insulin prom inh: 6; sdo1 growth Rescue 24 h: 0.37

How did Cc1nc(C(F)(F)F)nc(Nc2ccc(N=Nc3ccccc3)cc2)c1C#N do in these assays?
sdo1 growth: -0.55; sdo1 growth Rescue 24 h: -0.67

What do the screens show for `Cc1ccc(C(=O)CC2(O)C(=O)N(C)c3ccc(Br)cc32)c(C)c1` (configuration not stated)?
sdo1 growth: -0.43; sdo1 growth Rescue 24 h: -1.2

What do the screens show for `Oc1ccc(CNC2CCCCC2)cc1`?
sdo1 growth: 0.08; Insulin prom inh: 6; sdo1 growth Rescue 24 h: 0.67

Results for O=C(c1ccco1)N1CCN(C(=O)c2[nH]ncc2[N+](=O)[O-])CC1 ?
sdo1 growth: 0.21; Insulin prom inh: -12; sdo1 growth Rescue 24 h: -0.86

How did O=c1[nH]c2ccccc2c(=O)n1CCCO do in these assays?
sdo1 growth: -0.49; Insulin prom inh: 23; sdo1 growth Rescue 24 h: -0.86

Results for Cc1cc(C)nc(SCc2cnc(C)nc2N)n1 ?
Insulin prom inh: 15

How did O=C(CSc1nnnn1-c1ccccc1)c1cc2ccccc2oc1=O do in these assays?
sdo1 growth: -0.45; Insulin prom inh: inconclusive; sdo1 growth Rescue 24 h: 0.06

Results for COC(=O)NCC(c1ccco1)N1CCN(c2ccccc2)CC1 (configuration not stated) ?
Insulin prom inh: -22

How did COC(=O)Nc1ccc(S(=O)(=O)N2CCCC(C(=O)Nc3cccc4c3OCCO4)C2)cc1 (configuration not stated) do in these assays?
sdo1 growth: -0.33; Insulin prom inh: 5; sdo1 growth Rescue 24 h: -1

What do the screens show for `Cc1ccc(S(=O)(=O)CC(CN2CCCCC2)N2CCCCC2)cc1` (configuration not stated)?
Insulin prom inh: 0

How did CCC(C)[C@H](NC(=O)NCc1ccccc1Cl)C(=O)OC (some centres not stated) do in these assays?
sdo1 growth: -0.22; Insulin prom inh: -41; sdo1 growth Rescue 24 h: -0.44

How did Cn1c(=O)cc(SCC(=O)Nc2ccc3c(c2)OCO3)c2ccccc21 do in these assays?
sdo1 growth: -1.3; sdo1 growth Rescue 24 h: -0.52

Results for N=c1c2c3c(sc2nc2n1CCC2)CCCC3 ?
sdo1 growth: 0.08; Insulin prom inh: 3; sdo1 growth Rescue 24 h: -0.06

What do the screens show for `NC(=O)c1ccccc1NC(=O)Nc1cccc2ccccc12`?
Insulin prom inh: -79

Results for CCc1ccc(-c2ccc(SCc3ccccn3)nn2)cc1 ?
Insulin prom inh: -23

What do the screens show for `Nc1c(C(=O)O)sc2nc(-c3ccccc3)c3c(c12)CCCC3`?
sdo1 growth: -0.22; Insulin prom inh: 10; sdo1 growth Rescue 24 h: -0.34

What do the screens show for `CCOC(=O)N1CCN(c2c(NCCCN(CC)c3cccc(C)c3)c(=O)c2=O)CC1`?
sdo1 growth: -0.03; sdo1 growth Rescue 24 h: -0.34

Results for O=C1C(c2ccc(F)cc2)N(Cc2ccc3c(c2)OCO3)C(=O)CN1C1CCCCC1 (configuration not stated) ?
sdo1 growth: -0.82; sdo1 growth Rescue 24 h: -0.5

Reprinted at random: 6 records from the list
What do the screens show for `Oc1ccc(CNC2CCCCC2)cc1`?
sdo1 growth: 0.08; Insulin prom inh: 6; sdo1 growth Rescue 24 h: 0.67

Results for N=c1c2c3c(sc2nc2n1CCC2)CCCC3 ?
sdo1 growth: 0.08; Insulin prom inh: 3; sdo1 growth Rescue 24 h: -0.06

What do the screens show for `CCOC(=O)N1CCN(c2c(NCCCN(CC)c3cccc(C)c3)c(=O)c2=O)CC1`?
sdo1 growth: -0.03; sdo1 growth Rescue 24 h: -0.34

Results for COC(=O)CC(C(=O)Nc1cc(C(=O)OC)cc(C(=O)OC)c1)N1CCN(C)CC1 (configuration not stated) ?
Insulin prom inh: -37

How did Cn1c(=O)cc(SCC(=O)Nc2ccc3c(c2)OCO3)c2ccccc21 do in these assays?
sdo1 growth: -1.3; sdo1 growth Rescue 24 h: -0.52

What do the screens show for `CCc1[nH]c(=S)c(C#N)c2c1CCCC2`?
sdo1 growth: 0.44; Insulin prom inh: -39; sdo1 growth Rescue 24 h: -0.67

(more compounds)
What do the screens show for `Fc1ccccc1N1CCN(Cc2cccnc2)CC1`?
sdo1 growth: 1.1; Insulin prom inh: 21; sdo1 growth Rescue 24 h: 0.38

Results for C=C(C)CSc1nnc(-c2ccccc2)n1N ?
sdo1 growth: 0.55; Insulin prom inh: 39; sdo1 growth Rescue 24 h: -0.14

Results for Cn1c(CO)c(-c2ccccc2)c2cc([N+](=O)[O-])ccc21 ?
sdo1 growth: -2; Insulin prom inh: 58; sdo1 growth Rescue 24 h: -1.2

How did O=S1(=O)C=CC(Sc2nc3ccccc3[nH]2)C1 (configuration not stated) do in these assays?
sdo1 growth: -0.24; Insulin prom inh: 23; sdo1 growth Rescue 24 h: -1.1

How did O=C(CCC1N=C2c3ccccc3N=C(SCc3cccc(Cl)c3)N2C1=O)NCc1ccco1 (configuration not stated) do in these assays?
sdo1 growth: 0.03; Insulin prom inh: -33; sdo1 growth Rescue 24 h: -0.07

Results for CC(C)C(O)(C#CCN1CCCCCC1)c1ccccc1 (configuration not stated) ?
Insulin prom inh: 21

How did Cc1ccccc1NC(=S)NC(=O)CCc1ccccc1 do in these assays?
sdo1 growth: -0.12; Insulin prom inh: -74; sdo1 growth Rescue 24 h: 1.1

What do the screens show for `Cc1ccccc1Cn1ccc(NC(=O)c2cnn3cccnc23)n1`?
sdo1 growth: -1.4; Insulin prom inh: -334; sdo1 growth Rescue 24 h: -1.4

Of the compounds above, 2 have a nitro group on carbon:
Results for O=C(c1ccco1)N1CCN(C(=O)c2[nH]ncc2[N+](=O)[O-])CC1 ?
sdo1 growth: 0.21; Insulin prom inh: -12; sdo1 growth Rescue 24 h: -0.86

Results for Cn1c(CO)c(-c2ccccc2)c2cc([N+](=O)[O-])ccc21 ?
sdo1 growth: -2; Insulin prom inh: 58; sdo1 growth Rescue 24 h: -1.2

Bioassay records (PubChem BioAssay)
